M17LAP inhibition: P. falciparum M17LAP inhibitors, primary screen, biochemical, fluorogenic H-Leu-NHMec substrate, 1536-well (AID 1619). recombinant M17LAP, H-Leu-NHMec fluorogenic kinetic assay; higher % means a stronger effect. inhibition, % at 30 µM, or IC50 in µM where a hit was titrated. 0.38% of 220,000 active;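 active = compound inhibiting the enzyme by more than half at any dose during confirmatory dose-response retesting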;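 note: plate controls were full reaction with DMSO carrier for no effect and no enzyme background for full effect; strong numbers were not always called active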
Dynein cargo inh: dynein cargo transport inhibition; 0.47% of 220,000 active; 3617.4 mouse cells, GR-EGFP nuclear translocation imaging; test concentration mostly 20 µM; stimulated with dexamethasone, 1 µM; stronger effect = lower value; z-score, hits read low;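 active = plate z-score of nuclear minus cytoplasmic receptor signal below a set negative limit, without overly bright fluorescence or cell loss, cut at about -3.5 in these data, passing the limit was not always enough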;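 note: z-score of nuclear minus cytoplasmic ring GR-EGFP intensity difference per well; some compounds called inactive have numbers as strong as hits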
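Also added: dexamethasone, 1.0 µM final. Medium: tet-free, stripped-serum medium. Detection: fixed, Hoechst-stained cells imaged at 10x for EGFP. Read-out: nuclear-to-cytoplasmic GR-EGFP distribution per well. Times: induction 48 h, compound 1 h, agonist 30 min.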
Ins promoter up: MIN6 insulin promoter up-regulation. MIN6 insulin promoter-GFP reporter, high-content imaging; stronger effect = higher value. 0.3% of 190,000 active. AID 1625. z-score at 5 µM;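 active = z-score above 3 at 5 µM with at least 500 cells counted in the well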
bCat nuc transl: alters nuclear translocation of beta-catenin in HeLa cells; immunofluorescence imaging; nuclear translocation activity, % at 5 µM; 0.3% of 190,000 active;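 active = nuclear translocation activity above 50% at 5 µM, with a well cell count of 50 or more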;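 note: per-cell ratio of nuclear to cytoplasmic median beta-catenin stain intensity; plate controls were DMSO negative control for no effect and GSK-3 inhibitor IX positive control for full effect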
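Assay system: human HeLa cells, native beta-catenin; doses: 5 µM primary, 0.02–20 µM confirmation; incubation: compound treatment 24 h, 37°C, 5% CO2; technique: fluorescence imaging of beta-catenin antibody stain plus DAPI; measure: % activation, nuclear-to-cytoplasmic median beta-catenin signal ratio per cell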
MT stabilize HCS: microtubule stabilization, imaging screen. % tubulin-high responders, % at 10 µM. AID 2205. 0.83% of 200,000 active. HeLa tubulin immunostaining HCS, 24 h; share of cells brighter than vehicle mean+2SD;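 active = plate Z-score above 3 for both tubulin-high and condensed-nucleus cell shares, with cell loss under 80%, at 10 µM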;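 note: anti alpha tubulin signal scored within the nucleus-defined area of each cell; some results filed as inactive read as strong as hits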
NOD2 inhibition: NOD2 signaling inhibitors, cell-based, luminescence, uHTS, HEK293 (AID 1566). HEK293 NOD2/NF-kB luciferase reporter, luminescence; higher % means a stronger effect. one-dose inhibition, % at 4 µM; EC50 in µM for titrated hits. 0.63% of 290,000 active; in the data active = inhibition above about 50%; note: many of its hits are not listed in these tables
NOD1 NF-kB reporter: inhibition of NOD1-driven NF-kB reporter – cell-based, luminescence, uHTS, primary screen (AID 1578). NOD1-driven NF-kB luciferase reporter cells, luminescence; higher % means a stronger effect. one-dose inhibition, % at 4 µM; EC50 in µM for titrated hits. 1% of 290,000 active; in the data active = inhibition mostly above about 36%, no sharp cut-off; inactive = mostly below about 34%;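 note: HEK-293T reporter cells stimulated with the NOD1 agonist gamma-tri-DAP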
Autophagy HCS: alters autophagy in cells; 0.98% of 190,000 active; MEF GFP-LC3 puncta imaging; test concentration mostly 10 µM; calls only at 10 µM (by protocol); AID 463193;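 active = percentage of spot-positive cells more than 3 SD above its plate mean, without a fluorescence outlier flag or 80% toxicity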;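 note: spot-positive cell cutoff set from DMSO-treated cells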
Yfh1-off respiration: enhancers of respiration in Yfh1-depleted yeast, dose response, Friedreich's ataxia, plus single-dose screen (AID 1465) | S. cerevisiae Yfh1-off respiration, WST-1 reduction, 72 h; higher fold induction means a stronger effect | fold induction at 50 µM; hits with a dose series show EC50 in µM | 0.074% of 220,000 active;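 active = fold induction of absorbance versus untreated yeast above a set limit, then at least 30% activation at any dose in follow-up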;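 note: activators that raise dye reduction in frataxin-depleted yeast; strong numbers were not always called active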
Dynein cargo inh cytoplasmic EGFP: also measured in Dynein cargo inh; calls as there; z-score; measured here: cytoplasmic GR-EGFP intensity; stronger effect = higher value
Dynein cargo inh nuclear GR-EGFP: second read-out of Dynein cargo inh, no call of its own (marks repeat the call); z-score; measured here: nuclear GR-EGFP intensity;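 lower value marks the stronger effect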
Dynein cargo inh cell count: second read-out of Dynein cargo inh, no call of its own (marks repeat the call); z-score; measured here: cell count per field
Ins promoter up cell count: further read-out of Ins promoter up, marked with its call; cell count; measured here: cytotoxicity, nuclei count;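 total cells summed across four imaged fields per well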
bCat nuc transl cell count 5 µM: second read-out of bCat nuc transl, no call of its own (marks repeat the call); cell count; measured here: cell count, cytotoxicity flag
MT stabilize HCS Hoechst-high %: further read-out of MT stabilize HCS, marked with its call; % Hoechst-high responders; measured here: nuclear condensation Hoechst responders;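 share of cells brighter than vehicle mean plus two SD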
MT stabilize HCS cytotoxicity %: recorded beside MT stabilize HCS, whose call it bears; toxicity, %; measured here: cytotoxicity by cell density;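 0% = mean cell density of plate MIN control wells and 100% = no cells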
Autophagy HCS cell loss 18 h: also measured in Autophagy HCS; calls as there; toxicity, %; measured here: cell loss, nuclei count;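 cell loss after 18 h compound exposure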
Numbers without * were called inactive; i = inactive; / = not tested or not shown.

The line under a structure holds: M17LAP inhibition, Dynein cargo inh, Dynein cargo inh cytoplasmic EGFP, Dynein cargo inh nuclear GR-EGFP, Dynein cargo inh cell count, Ins promoter up, Ins promoter up cell count, bCat nuc transl, bCat nuc transl cell count 5 µM, MT stabilize HCS, MT stabilize HCS Hoechst-high %, MT stabilize HCS cytotoxicity %, NOD2 inhibition, NOD1 NF-kB reporter, Autophagy HCS, Autophagy HCS cell loss 18 h, Yfh1-off respiration
CCCCCc1c(C)nc(N2CCc3ccccc3C2)[nH]c1=O
 : -5%, -0.58, -0.26, -0.29, 0.59, 0.29, 1114, /, /, 2.6, 2.9, 6.5, 1%, -2%, i, -6, i
Cc1ccc(S(=O)(=O)N2CCCN(S(=O)(=O)C3CCS(=O)(=O)C3)CC2)cc1 (stereo not given)
 : -4%, -0.86, 0.21, -0.14, 0.6, -0.09, 1261, /, /, 1.6, 1.3, 6.5, 22%, -14%, i, 1, i
CCCCn1c(N)c(N(CC)C(=O)c2ccc3c(c2)S(=O)(=O)c2ccccc2C3=O)c(=O)[nH]c1=O
 : 5%, 5.5, -0.2, 3.2, -1.8, 0.16, 1289, -4.3, 823, 1.8, 1.6, 4.7, -2%, 1%, /, /, i
CC(=O)N1C(C)(C)CC(=NOS(=O)(=O)c2ccccc2)CC1(C)C
 : -3%, -0.047, -0.32, 0.086, 0.68, 0.46, 1467, 0.4, 1529, 1.0, 1.6, 11, 7%, -12%, i, 0, i
S=C(NCc1cccc(Cl)c1)NC1CCCCC1
 : 10%, 1.8, -0.19, 0.79, -1.5, -0.82, 1144, /, /, 1.4, 3.3, 9.6, -12%, -12%, i, 15, i
CC(C)N(C(=O)c1ccccc1-c1ccccc1)C(C)C
 : 3%, -0.62, 0.0075, -0.2, 0.55, /, /, -1.6, 1212, 0.8, 2.5, 12, -2%, 14%, i, 3, i
Fc1cccc(Cc2noc(CN3CCN(c4cnccn4)CC3)n2)c1
 : 2%, -0.57, -0.22, -0.047, -0.087, -0.5, 1402, -1.2, 984, 1.8, 1.3, 0.8, 8%, -36%, i, -38, i
COc1cc(C(C)=O)ccc1COc1ccc(C(=O)O)cc1OC
 : 11%, 1.6, -0.1, 0.82, -1.9, 0.23, 969, -0.9, 1413, /, /, /, 13%, -8%, /, /, i
Cn1c(SCc2n[nH]c(=S)o2)nnc1-c1ccccc1
 : -11%, -1, -0.25, -0.44, 0.28, 0.05, 1346, 2.4, 531, 1.8, 1.9, 0.0, -9%, -34%, i, 22, i
Cc1cc(C)c2c(N)c(C(=O)C(C)(C)C)sc2n1
 : 6%, 0.009, 0.45, 0.61, 0.83, -1.6, 1568, -1.0, 870, 1.7, 2.2, 8.1, 16%, -33%, i, -2, i
COc1ccc(N=C2NC(=O)/C(=C/C=C/c3ccccc3)S2)cc1
 : 4%, -0.38, -0.22, 0.23, 0.97, -0.04, 948, 0.1, 1328, /, /, /, 11%, -15%, /, /, i
CCCCN(C)CCn1c(=S)[nH]c2ncccc2c1=O
 : 2%, -0.59, 0.06, -0.066, 0.18, -0.69, 776, /, /, 1.8, 1.2, 5.1, 1%, -1%, i, -13, i
Cc1ccc(-n2cc(CN3CCN(c4ccccn4)CC3)c(-c3ccc(F)cc3)n2)cc1
 : -4%, -0.24, 0.016, -0.27, 0.69, -0.9, 1396, -3.1, 1030, 2.1, 1.5, 0.2, 0%, -11%, i, 25, i
CC(C)Oc1cccc(C(=O)C2CCCN(S(=O)(=O)C(C)C)C2)c1 (stereo not given)
 : 21%, -0.35, -0.3, -0.11, 0.58, -0.93, 1518, -1.6, 1064, 1.1, 0.9, 1.8, 18%, 9%, i, 14, i
COC(=O)c1c(C)oc2ccc(N(C(=O)Oc3ccccc3)S(=O)(=O)c3ccccc3)cc12
 : -5%, -0.4, -0.25, -0.045, 0.35, -0.28, 1171, 0.8, 1084, 4.0, 2.5, 3.6, 9%, 4%, i, 6, i
CC1(C)CC(=O)C(C#N)=C(NCCCO)C1
 : 10%, 0.25, -0.18, 0.16, 0.8, 1, 1017, -0.1, 1034, 3.8, 2.1, 4.6, 3%, -8%, i, -8, i
CCN(CC)CCCSc1nc2ccccc2s1
 : -7%, -0.15, -0.3, -0.21, -0.21, 0.36, 1308, -1.1, 1150, 5.1, 1.5, 7.7, -16%, 3%, i, 3, i
CCOC(=O)CSc1nc(C)c2cccc(C)c2n1
 : 0%, -0.42, -0.22, -0.18, 0.048, -0.13, 1282, -0.8, 1166, /, /, /, 24%, -10%, /, /, i
CCCCNC(=O)/C=C/c1ccc(OC)c(Br)c1
 : -5%, -0.57, -0.21, -0.53, 0.84, -0.5, 1813, -0.7, 1075, 2.1, 1.9, 9.5, -8%, -19%, i, -25, i
COc1ccc(CNc2ncnc3cc(OC)c(OC)cc23)cc1
 : 6%, -0.17, -0.25, -0.42, 0.71, -0.11, 1691, 0.0, 1010, 2.0, 2.3, 6.7, -11%, -11%, i, -7, i
Cc1cc2c(NC(=O)Nc3ccc(C(F)(F)F)cc3)cccc2nn1
 : 5%, -0.99, -0.23, -0.32, 0.03, 1, 1024, 0.0, 1271, /, /, /, -2%, 0%, /, /, i
COCCNC(=O)C(c1ccc(Cl)cc1)N(C(=O)Cn1nnc2ccccc21)c1cccnc1 (stereo not given)
 : 5%, 0.21, -0.36, -0.42, 0.63, 0, 1454, -0.1, 1507, 2.3, 0.4, 7.7, 10%, -34%, i, 3, i
NC(=O)c1ccc(Oc2ccc(Cl)c3ccccc23)c([N+](=O)[O-])c1
 : -3%, 0.38, -0.17, 0.055, -1, 0.28, 1379, -3.0, 575, 3.0, 2.6, 11, 2%, 5%, i, 0, i
COc1ccc(-c2coc3cc(OC)cc(OC)c3c2=O)cc1
 : -1%, 0.54, -0.22, 0.48, -0.27, 0.34, 1344, 2.1, 1031, 1.1, 0.4, 3.9, -36%, -2%, i, 6, i
CCOC(=O)/C(=N\Nc1ccccc1)P(=O)(c1ccccc1)c1ccccc1
 : 8%, 1.2, -0.3, 1.2, -0.39, 1.8, 919, -0.6, 1332, /, /, /, -14%, 43%*, /, /, i
CCCCNC(=O)c1onc(CSc2ccc(C)c(C)c2)c1C(=O)O
 : 18%, -0.76, -0.19, 0.099, -0.34, -0.07, 1534, 0.1, 1433, 1.8, 1.7, 5.8, 8%, -59%, i, -25, i
CCN(Cc1ccncc1)C(=S)Nc1c(C)cccc1C
 : 4%, 0.063, -0.26, 0.0088, -0.78, -0.4, 1400, -4.6, 1045, 3.7, 2.1, 5.3, 4%, -26%, i, 8, i
O=C(NN=C(Cc1ccccc1)Cc1ccccc1)c1ccccc1F
 : 1%, -0.34, -0.3, 0.15, 0.45, 0.45, 1174, -1.4, 1104, 3.1, 2.6, 8.7, -9%, -38%, i, 10, i
CCc1ccc(OCC(=O)N/N=C(\C)c2ccc(O)cc2O)cc1
 : 2%, -0.98, -0.31, -0.27, 0.23, -0.24, 1235, 0.7, 1052, 8.4, 1.4, 2.6, 25%, -5%, i, 20, i
Cc1cc(C2C(C#N)=C(N)OC3=C2C(=O)CC(C)(C)C3)c(C)s1 (stereo not given)
 : 3%, -0.6, -0.27, -0.94, 0.55, -0.17, 1560, -0.4, 1394, 1.8, 1.8, 7.6, -7%, 8%, i, 4, i
CCOc1cc(CNCCO)cc(Br)c1OCc1cccs1
 : 6%, -0.07, 0.00024, 0.53, 0.29, -1, 1321, 1.6, 1281, 3.1, 1.5, 5.7, 25%, 26%, i, 11, i
Cc1ccc(NC(=O)c2nc[nH]c2C(=O)NCC(=O)OC(C)(C)C)cc1
 : -9%, 0.084, -0.75, 0.099, 0.2, -0.3, 985, -0.2, 1325, /, /, /, -1%, 2%, /, /, i
COC(=O)c1ccccc1S(=O)(=O)N(Cc1cc2cc3c(cc2[nH]c1=O)OCO3)C1CCCCC1
 : -8%, 2.2, -0.28, 1.3, -0.83, -1.1, 1843, -0.2, 1069, 3.0, 2.7, 21, -10%, -3%, i, 2, /
CC(C)(C)NC(=O)CSc1nncn1NCc1c(Cl)cccc1Cl
 : -7%, -0.73, 0.022, -0.11, -0.38, 0.25, 1146, -1.8, 1240, 2.8, 1.6, 5.1, 18%, -27%, i, -6, i
Cc1ccc(-n2c(SCC(=O)Nc3ccc(C(=O)O)cc3)nnc2-c2ccncc2)cc1
 : 8%, -0.9, -0.22, -0.3, 0.43, -0.05, 1021, 1.0, 1309, /, /, /, 4%, -9%, /, /, i
COCc1nc(-c2ccc(-c3ccc(C)cc3)nc2OC)no1
 : -9%, -0.32, 0.55, -0.23, 0.38, 0.34, 1144, -2.6, 1070, 3.2, 2.7, 8.4, -17%, -34%, i, 22, i
COc1ccccc1NC(=O)COC(=O)c1cnc(C)cn1
 : -2%, -0.61, -0.33, 0.19, 0.69, 0.53, 1474, -0.4, 1585, 3.8, 2.3, 6.4, 16%, -20%, i, 10, i
Cc1ccc(-c2nc(N)sc2CC(=O)OCC(=O)NCCC(C)C)cc1
 : 0%, 0.62, -0.22, 0.4, 0.21, -0.69, 1207, -1.8, 457, 4.2, 1.5, 6.8, 14%, -1%, i, -6, i
Cc1[nH]c2ccccc2c1/C=N/Nc1nc2ccccc2[nH]1
 : 0%, 0.27, -0.26, 0.61, 0.59, 1.6, 972, -0.1, 1385, /, /, /, -79%, 1%, /, /, i
O=P(O)(O)C(O)C(F)(F)C(F)(F)C(F)(F)C(F)F (stereo not given)
 : 34%, 0.15, -0.23, 0.42, -0.3, 0.71, 1195, -1.4, 1091, 2.9, 2.3, 7.7, 8%, -14%, i, -3, i
Cc1nnc(SCc2ccccc2)n1N
 : -2%, 0.14, 0.89, 1.1, -0.74, -0.79, 1741, 0.8, 1009, 1.8, 3.0, 9.4, -5%, -14%, i, -2, /

Source: PubChem BioAssay (several laboratories)

An excerpt. The share of hits here may be higher or lower than overall.
